Source: PubChem BioAssay
Fam108B inh: blocks mouse Fam108B hydrolase in RBBP9 counter-screen. recombinant Fam108B, FP-Rh probe fluorescence polarization. inhibition, % at 9.51 µM. 0.33% of 300,000 active. AID 1947;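 active means inhibition above the screen mean inhibition plus 3 SD, computed separately per campaign, cut at about 18% in these data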;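 further: inhibitors lower polarization as less probe binds the enzyme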
GSTO1 counter: counter-screen for RBBP9 inhibitors: inhibitors of human GSTO1. P78417. recombinant GSTO1, activity-based probe fluorescence polarization. inhibition, % at 5.96 µM. 1.1% of 300,000 active. AID 1974;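 active means inhibition above the campaign mean inhibition plus 3 SD, cut at about 35% in these data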;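 further: 0% = GSTO1-1 with DMSO and 100% = wells lacking GSTO1-1 enzyme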
PAD4 FP inh: PAD4 (human) enzyme inhibition. inhibition, % at 6.36 µM. recombinant PAD4, RCA probe fluorescence polarization. 0.41% of 330,000 active. AID 485272. Q9UM07;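 active means percent inhibition above a cutoff equal to the mean of all tested compounds plus 3 SD, cut at about 15% in these data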;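 further: 0% = PAD4 with RCA probe and DMSO and 100% = probe without PAD4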
TPT1 inhibitor: C. albicans TPT1 enzyme inhibition. inhibition, % at 5 µM. recombinant caTPT1, FP RNA substrate dephosphorylation. 0.81% of 300,000 active;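 active means inhibition above the mean of all tested compounds plus 3 SD, set per screening campaign, cut at about 24% in these data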;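 further: plate controls were DMSO alone for no effect and ferristatin control at 100 nM for full effect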
MEX-5 binding: C. elegans MEX-5 TCR-2 RNA binding activity; Q9XUB2; activity score (negative = inhibition of binding), % at 10 µM; 0.38% of 300,000 active; MEX-5/FITC-TCR2 RNA binding, fluorescence polarization; stronger effect = lower value;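 active means inhibition past about -25% in most replicates, and total fluorescence under double the plate's negative control median, limit read from the data; inconclusive means replicates evenly split on the limit, or fluorescence at least double controls; inactive means too little inhibition in most replicates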;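 further: 0% = DMSO and -100% = 5 µM competing unlabeled TCR2 RNA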
MCL1-BIM inh: inhibitors of human MCL1 binding to BIM-BH3 peptide. AID 2057. 0.68% of 320,000 active. Q07820. GST-MCL1 / FITC-Bim-BH3 fluorescence polarization. inhibition, % at 10.9 µM;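 active means inhibition above the mean inhibition of all tested compounds plus 3 SD, set per campaign, cut at about 40% in these data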;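 further: 0% = DMSO wells and 100% = unlabeled Bim-BH3 peptide control; higher means more loss of mP so more displacement of Bim peptide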
PME-1 inh: PME-1 (human) inhibition. AID 2130. inhibition, % at 5.9 µM. Q9Y570. recombinant PME-1, FP-Rh probe fluorescence polarization. 0.53% of 320,000 active;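 active means inhibition above the campaign mean of all compounds plus 3 SD, cut at about 26% in these data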;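 further: competitive labeling of PME-1 active site by serine hydrolase directed probe; 0% = PME-1 with DMSO and 100% = wells lacking PME-1 enzyme; inhibitors block probe labeling so polarization falls and inhibition rises; many of its hits are not listed in these tables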
Target sequence (Q9Y570 whole entry, looked up): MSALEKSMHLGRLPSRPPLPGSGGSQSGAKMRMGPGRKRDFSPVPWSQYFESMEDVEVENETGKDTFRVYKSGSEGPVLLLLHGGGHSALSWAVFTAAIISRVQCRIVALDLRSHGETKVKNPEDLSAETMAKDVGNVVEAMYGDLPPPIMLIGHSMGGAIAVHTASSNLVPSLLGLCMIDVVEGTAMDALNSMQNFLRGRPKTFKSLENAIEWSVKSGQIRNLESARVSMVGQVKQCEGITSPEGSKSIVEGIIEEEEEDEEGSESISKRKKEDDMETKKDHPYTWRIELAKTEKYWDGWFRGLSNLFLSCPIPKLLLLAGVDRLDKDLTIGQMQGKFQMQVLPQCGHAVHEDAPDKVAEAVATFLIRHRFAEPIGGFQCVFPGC
GLD-1 TGE inh: GLD-1-TGE RNA interaction inhibition (C. elegans); purified GLD-1 + fluorescein TGE RNA, fluorescence polarization; inhibition, % at 5.96 µM; 0.44% of 320,000 active; AID 2280;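 active means percent inhibition above a per-plate cutoff, the plate mean of test compounds plus 3 SD, cut at about 30% in these data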;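 further: 0% = DMSO wells with GLD-1 and probe and 100% = wells lacking GLD-1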
Target sequence (Q17339 whole entry, looked up): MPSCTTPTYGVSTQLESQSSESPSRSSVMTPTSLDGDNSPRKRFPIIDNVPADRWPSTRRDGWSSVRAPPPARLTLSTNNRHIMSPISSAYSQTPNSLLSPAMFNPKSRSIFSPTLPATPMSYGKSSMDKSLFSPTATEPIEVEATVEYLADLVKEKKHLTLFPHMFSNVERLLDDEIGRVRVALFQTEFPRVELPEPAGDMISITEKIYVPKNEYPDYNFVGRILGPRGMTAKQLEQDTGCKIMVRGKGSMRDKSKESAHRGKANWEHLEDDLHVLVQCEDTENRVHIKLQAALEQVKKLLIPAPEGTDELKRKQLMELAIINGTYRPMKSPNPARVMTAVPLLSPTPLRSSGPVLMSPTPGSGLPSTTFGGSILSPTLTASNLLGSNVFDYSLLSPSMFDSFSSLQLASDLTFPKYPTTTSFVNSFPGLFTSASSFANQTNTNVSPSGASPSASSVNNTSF
Bcl-xL primary: blocks human Bcl-xL binding to Bim BH3 peptide; Q07817; GST-Bcl-xL / FITC-Bim BH3 peptide fluorescence polarization; inhibition, % at 10.9 µM; 0.7% of 320,000 active; AID 2129;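 active means inhibition above the mean of all tested compounds plus 3 SD, cutoff set per campaign, cut at about 30% in these data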;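 further: 0% = DMSO wells and 100% = unlabeled Bim-BH3 peptide competitor; inhibitors lower millipolarization by displacing the labeled peptide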
An asterisk follows results filed as active; ? = inconclusive; nt = no result given. These rows are one share of the data; the hit share may differ from the screen's.

SMILES	Fam108B inh	GSTO1 counter	PAD4 FP inh	TPT1 inhibitor	MEX-5 binding	MCL1-BIM inh	PME-1 inh	GLD-1 TGE inh	Bcl-xL primary
Cc1ccccc1C(=O)N1CCC(C(=O)N2CCCc3ccccc32)CC1	nt	nt	-1.5	nt	nt	2.0	0.1	4.1	1.6
CN1CCN(S(=O)(=O)c2ccc(NC(=O)c3cccc(F)c3)cc2)CC1	5.0	1.4	-3.0	-1.1	-1.4	11.2	3.0	3.0	5.2
Cc1ccc(Cl)cc1N1CCN(Cc2nc3ccsc3c(=O)[nH]2)CC1	-3.8	-3.8	-5.0	1.6	7.2	11.2	0.4	-3.2	5.8
Fc1ccc(-c2csc(N3CCSCC3)n2)cc1	1.4	9.9	1.2	-0.6	2.6	-5.3	0.8	-4.4	2.6
Cc1n[nH]c(=O)nc1N/N=C/c1ccc(O)c([N+](=O)[O-])c1	0.5	8.0	-2.9	-0.5	-27.6*	-5.4	-3.6	7.5	2.6
CC1CC(C)CN(C(=O)COC(=O)c2cc(S(=O)(=O)N3CCOCC3)ccc2F)C1 (configuration not stated)	1.6	-2.0	-5.5	-5.2	-1.1	-0.1	3.0	5.9	4.2
CCC1(CC)Cc2ccccc2C(=C(C#N)C#N)N1	-3.8	6.2	-0.5	2.0	0.9	-2.3	3.4	-3.9	-3.3
CCn1c(=N)c(S(=O)(=O)c2ccccc2)cc2c(=O)n3ccccc3nc21	-3.0	-4.7	1.1	1.7	?	6.7	6.1	-3.0	11.8
Cc1nn(CCO)c2c1C(=O)CCC2	3.4	-3.7	-3.4	1.0	-3.2	5.8	-2.1	-1.3	6.8
Clc1ccc2c(NCc3ccco3)ncnc2c1	0.2	1.6	2.9	1.4	2.2	-2.4	-1.8	-1.7	7.0
O=C(c1cc(=O)[nH]c2ccccc12)N1CCN(c2ccc([N+](=O)[O-])cc2)CC1	8.4	10.8	1.1	-1.6	-0.4	-12.1	2.2	-1.1	-8.7
COC(c1ccccc1)(c1ccccc1)C(Oc1nccc(C)n1)C(=O)O (configuration not stated)	-3.6	0.8	2.1	0.8	1.3	-6.9	-5.6	5.9	2.7
CC(CN1CCN(c2ccccc2)CC1)c1ccccc1 (configuration not stated)	1.7	-13.4	-2.1	0.4	-0.2	1.0	2.5	1.0	1.1
Cc1ccc(-c2ccc(OCC(=O)N3CCOCC3)cc2)cc1	-3.5	3.4	-3.4	-1.7	1.7	9.1	-3.9	2.0	4.4
O=C(NCc1ccccc1)N1CCC(c2nc3ccccc3[nH]2)CC1	0.1	-2.2	-0.3	0.4	-1.2	-2.3	-0.9	6.3	2.5
COc1cc2c(cc1NC(=O)COC(=O)CNS(=O)(=O)c1ccc(C)cc1)oc1ccccc12	-1.4	2.3	5.1	-0.5	-1.0	-14.0	-3.3	4.5	-0.8
Cc1cccc(NC(=O)c2ccccc2[N+](=O)[O-])n1	5.0	3.1	3.5	-3.1	2.9	2.9	-2.3	-1.3	1.0
NCCNC(=O)Cc1ccc(NC(=O)Cc2ccc(Nc3ncnc4c3ncn4[C@@H]3O[C@H](CO)[C@@H](O)[C@H]3O)cc2)cc1	-4.5	0.4	-1.9	-2.4	nt	8.8	-1.1	0.6	1.2
CN(CCN1CCOCC1)C(=O)CC1C(=O)NCCN1Cc1ccccc1F (configuration not stated)	6.5	0.0	3.7	-1.8	-2.9	16.9	1.5	11.1	14.5
COCCNC(=O)[C@H]1N2C(=O)c3ccccc3C2SC1(C)C (some centres not stated)	-3.0	-1.2	-4.2	-1.3	0.2	12.3	-1.7	0.3	3.5
Cc1ccc(C(=O)OCC(=O)c2ccc(Cl)s2)s1	6.5	3.1	-4.0	2.9	0.9	-2.8	-1.8	-3.8	-2.1
CNC(=O)c1ccc(-c2nc(-c3ccccc3)cs2)cc1	-5.8	-6.3	-2.7	4.5	-0.3	-1.6	-5.3	0.4	-2.3
O=C(Nc1nc(-c2ccccn2)cs1)c1ccccc1-n1cnnn1	-1.3	13.6	-2.7	-2.5	-3.1	8.1	4.7	1.1	8.5
C(=N\Nc1ncnc2sc3c(c12)CCC3)/c1ccncc1	2.8	-17.4	-2.1	-5.3	-14.8	7.2	5.4	-1.5	4.6
Cc1c(NS(=O)(=O)c2cc(NC(=O)CCN3CCCC(C)C3)ccc2Cl)c(=O)n(-c2ccccc2)n1C (configuration not stated)	-1.1	6.8	5.3	4.1	-1.7	13.6	1.0	2.7	5.2
Cc1cc(NC(=O)Nc2ccc(F)c(Cl)c2)no1	-2.6	-0.5	-0.9	-2.9	-1.4	7.5	-3.9	2.8	4.5
Oc1ccc(-c2n[nH]c(=S)n2-c2ccc3c(c2)OCCO3)cc1	4.9	3.2	-3.3	-5.1	-1.6	-3.0	0.4	2.6	-14.1
Cc1ccc(N2Cc3ccccc3OC(C)C2=O)cc1 (configuration not stated)	-1.3	11.2	-0.2	-2.1	1.3	-0.7	-2.0	7.9	6.3
COc1ccccc1-n1nnnc1SCc1ccccc1	2.5	-2.6	-2.9	-0.5	2.2	-1.2	5.8	-1.1	8.8
CCCCNC(=S)N(C)/N=C/c1c(C)[nH]c2ccccc12	-3.0	1.8	7.2	23.6	10.6	-1.8	6.8	-3.8	-2.4
CC(=O)NC1CCN(CC(=O)Nc2cccc([N+](=O)[O-])c2)CC1	-5.2	1.2	-4.5	-0.6	-2.4	5.5	-0.6	1.5	6.2
Cc1ccc(-c2noc(CN3CCN(c4ccccc4F)CC3)n2)cc1	1.6	0.3	0.7	-3.0	1.0	6.8	0.5	2.8	3.8
COCCn1c(C)cc(/C=C2\NC(=S)N(C)C2=O)c1C	2.3	6.5	-1.1	-9.3	-3.2	6.9	7.2	24.0	14.5
CCOC(=O)N1CCN(S(=O)(=O)c2ccc(C(=O)NNc3nc4ccc(Cl)cc4s3)cc2)CC1	-1.4	-2.8	-3.7	1.4	2.2	-1.6	-2.7	5.1	3.8
Cc1cccc(OCC(=O)Nc2ccc(C(=O)NCc3cccnc3)cc2)c1	-1.1	-2.0	7.9	-0.5	1.3	-3.0	-9.3	8.4	-0.6
CCN(CC)S(=O)(=O)c1ccc(NC(=O)[C@@H](NC(=O)c2cc(OC)cc(OC)c2)C(C)C)cc1	-3.1	-4.2	-0.3	-1.9	3.3	-2.6	-5.7	7.7	1.7
CCC(C)(C)NC(=O)c1ccc2c(c1)OCCO2	1.8	5.3	-1.1	1.7	-2.0	0.7	3.5	1.4	6.0
Cc1cccc(C)c1OCCn1nc(C(=O)O)c2ccccc2c1=O	3.9	-4.8	-1.4	-4.9	-2.7	3.7	4.0	7.4	6.1
Fc1ccc(-c2ccc(/C=N/n3cnnc3)o2)cc1	1.3	6.9	-0.1	-3.8	2.4	11.0	2.4	-0.3	2.2
Cc1c(C(=O)N2CCCCC2C)sc2nc3n(c(=O)c12)CCC3 (configuration not stated)	-0.9	1.6	-0.7	1.8	-0.5	-6.8	6.3	-3.1	-0.2
O=C(c1ccc2c(c1)OCCO2)C1CCN(C(=O)c2ccc(F)cc2)CC1	-1.8	5.7	-2.0	-2.2	-1.2	4.9	-3.5	-2.4	4.5
O=C(NCCSCc1ccco1)Nc1cc(Cl)cc(Cl)c1	-8.1	-23.1	-2.3	-0.7	3.5	4.0	-22.6	4.0	6.1
COc1ccc(S(=O)(=O)n2ccc(C(C)Oc3ccc(-c4ccccc4)c(F)c3)n2)cc1 (configuration not stated)	-7.7	0.6	-0.9	-2.4	-1.0	5.7	0.8	-3.1	4.3
CCCN1CCN(S(=O)(=O)c2c(C)[nH]c(C)c2C(=O)N2CCCCC2)CC1	3.4	-3.1	6.1	-2.2	-1.7	7.0	-5.4	3.3	7.1
COc1ccc(C2C3=C(CC(C)(C)CC3=O)N(CCN3CCOCC3)C3=C2C(=O)CC(C)(C)C3)cc1	1.3	-5.7	0.3	3.2	-1.7	5.0	-0.1	2.8	3.8
COc1ccc(C(=O)N2CCC(C(N)=O)CC2)cc1S(=O)(=O)N1CCCC1	nt	nt	-5.4	nt	nt	1.1	-3.0	-4.6	4.1
O=C(/C=C/c1ccc(Cl)cc1)NC1CC2CCC1C2 (configuration not stated)	-2.5	-12.5	-1.4	-1.7	1.4	-4.7	-6.2	-2.5	1.3
CC(Oc1ccccc1)C(=O)Nc1cccc(-c2nc3ccccc3[nH]2)c1 (configuration not stated)	-15.7	-40.1	-4.4	-0.8	-3.9	-3.5	-38.4	-0.4	1.9
CCCCNC(=O)CNC(=O)c1nn(-c2ccc(OC)c(Cl)c2)c(=O)c2ccccc12	-1.9	-9.4	2.1	2.8	1.4	-3.4	-0.7	-7.7	1.1
CC(C)[C@H](NS(=O)(=O)c1ccccc1)C(=O)OCC(=O)Nc1ccc2c(c1)OCO2	2.0	0.2	-5.6	-0.3	-0.2	3.7	2.3	3.0	-1.6

(cont.)
SMILES	Fam108B inh	GSTO1 counter	PAD4 FP inh	TPT1 inhibitor	MEX-5 binding	MCL1-BIM inh	PME-1 inh	GLD-1 TGE inh	Bcl-xL primary
O=C(NC1CS(=O)(=O)CC1NCc1ccccc1)c1ccccc1 (configuration not stated)	0.1	-0.1	-4.4	13.1	-0.5	16.2	-4.1	6.2	22.2
CC(C)c1ccccc1NC(=S)NCc1ccncc1	-1.1	-2.6	-10.5	-0.9	-0.6	-4.7	-8.9	-5.9	-4.3
CN(Cc1ccccc1)C(=O)c1cc2ccccc2o1	1.7	4.9	-1.7	1.3	1.3	0.7	3.9	8.3	-4.3
CCN(CC)CCN1C(=O)C(O)=C(C(C)=O)C1c1ccccc1[N+](=O)[O-] (configuration not stated)	-1.9	25.1	-9.3	-8.4	-12.8	25.0	0.3	13.8	28.6
CCC(=O)N1c2ccc(S(=O)(=O)N3CCN(c4ccc([N+](=O)[O-])cc4)CC3)cc2CC1C (configuration not stated)	-1.9	2.6	2.2	-1.3	-0.4	0.4	-3.6	1.5	5.3
COc1ccc(CN2CCC(=O)N([C@H](CO)Cc3ccccc3)CC2)cc1OC	-3.7	3.2	0.9	1.0	2.3	-2.4	-0.2	-6.8	0.0
Cc1ccc(C2(O)C(=O)c3ccccc3C2=O)c(O)c1C	-4.0	3.3	1.1	5.0	-0.3	0.0	-1.4	5.1	1.2
Cc1c(C(=O)NN)nc2ccccn12	-0.9	2.8	1.0	-1.5	-2.5	-1.4	6.3	3.3	-3.7
Cc1ccc(C)c(SCC(=O)NC(=O)NCc2ccccc2)c1	-0.1	11.7	4.7	-5.5	1.3	-2.7	5.0	1.1	5.6
Cc1ccc(-n2ncc3c2CC(C)(C)CC3NC(=O)c2ccccn2)cc1 (configuration not stated)	-3.7	1.3	6.3	2.3	-0.4	6.0	1.7	6.6	6.8
CCc1c(C)nc(SCC(=O)N2CCCCC2C)[nH]c1=O (configuration not stated)	-1.6	-1.1	3.4	-0.4	0.8	2.1	-3.1	-1.7	5.1
Cc1c(CCC(=O)O)c(=O)oc2cc(O)ccc12	-0.5	-1.3	10.2	-0.4	-0.8	-0.6	0.5	-1.8	1.1
